Screening results from PubChem.
TDP2 inh: TDP2 (human) inhibition, absorbance primary screen; actives 0.34% (n = 370,000); O95551; recombinant TDP2, T5PNP hydrolysis, p-nitrophenol absorbance 415 nm; inhibition, % at 12.8 µM;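 active means inhibition above the mean of all tested compounds plus 3 SD, set per campaign, cut at about 25% in these data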;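 further: 0% = DMSO with enzyme and 100% = buffer with substrate but no TDP2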
Target sequence (O95551 whole entry, looked up): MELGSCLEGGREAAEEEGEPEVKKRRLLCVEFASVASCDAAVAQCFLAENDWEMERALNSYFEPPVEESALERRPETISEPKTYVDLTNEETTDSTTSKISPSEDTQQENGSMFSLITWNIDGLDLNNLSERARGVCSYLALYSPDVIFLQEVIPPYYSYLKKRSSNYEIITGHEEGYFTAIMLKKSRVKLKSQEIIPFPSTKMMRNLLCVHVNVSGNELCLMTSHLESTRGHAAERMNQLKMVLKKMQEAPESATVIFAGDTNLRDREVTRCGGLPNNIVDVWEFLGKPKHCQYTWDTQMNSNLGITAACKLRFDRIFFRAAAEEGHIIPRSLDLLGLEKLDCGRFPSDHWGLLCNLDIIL
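Evaluation: % inhibition relative to enzyme-containing and enzyme-free wells. Material: recombinant human TDP2. Benchmarks: enzyme-free and DMSO wells. Timing: enzyme reaction with compound for 2 h at 37 °C. Compound dosing: 12.8 µM only. Measured by: p-Nitrophenol epi absorbance. Reagent: T5PNP substrate at 5 mM, a TopII-DNA adduct mimic. Replication: single well per compound.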
ADAM10 inh: ADAM10 inhibition, QFRET primary screen; O14672; recombinant ADAM10, EDANS/DABCYL FRET peptide cleavage, 3 h; inhibition, % at 7 µM; actives 0.62% (n = 370,000);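 active means inhibition above a per-campaign cutoff equal to the mean of compounds falling between control-based bounds plus 3 SD, cut at about 20% in these data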;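 further: 0% = DMSO wells while the 100% control is not disclosed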
Target sequence (O14672 214-748 limits assumed): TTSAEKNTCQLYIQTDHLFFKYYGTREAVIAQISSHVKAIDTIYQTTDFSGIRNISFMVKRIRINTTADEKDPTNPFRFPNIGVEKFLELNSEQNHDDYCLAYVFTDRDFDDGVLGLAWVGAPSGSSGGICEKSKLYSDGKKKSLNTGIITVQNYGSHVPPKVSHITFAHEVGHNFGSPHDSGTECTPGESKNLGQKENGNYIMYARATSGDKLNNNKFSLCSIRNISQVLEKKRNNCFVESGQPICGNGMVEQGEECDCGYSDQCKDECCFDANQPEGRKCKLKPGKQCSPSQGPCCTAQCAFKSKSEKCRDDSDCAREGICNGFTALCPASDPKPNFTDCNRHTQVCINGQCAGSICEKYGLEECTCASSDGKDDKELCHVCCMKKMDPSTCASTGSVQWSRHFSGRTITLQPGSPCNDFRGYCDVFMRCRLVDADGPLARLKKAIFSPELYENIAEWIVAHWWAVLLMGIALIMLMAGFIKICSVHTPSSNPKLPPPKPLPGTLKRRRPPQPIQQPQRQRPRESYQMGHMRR
PLC-gamma1 inh: blocks human PLC-gamma1 enzyme activity; purified PLC-gamma1, fluorogenic substrate, fluorescence; inhibition, % at 12.2 µM; actives 0.84% (n = 370,000); in the data active means inhibition above about 9.5%
ARFGAP1 inh: inhibitors of rat ARFGAP1. Arfgap1-stimulated ARF1 GTP hydrolysis, GDP FP detection. inhibition, % at 16.5 µM. actives 0.26% (n = 360,000);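 active means inhibition above a per-plate limit, mean inhibition of low control wells plus 3 SD, cut at about 25% in these data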;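 further: 0% = DMSO wells with enzyme and 100% = wells lacking Arfgap1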
Target sequence (Q62848 1-136 limits assumed): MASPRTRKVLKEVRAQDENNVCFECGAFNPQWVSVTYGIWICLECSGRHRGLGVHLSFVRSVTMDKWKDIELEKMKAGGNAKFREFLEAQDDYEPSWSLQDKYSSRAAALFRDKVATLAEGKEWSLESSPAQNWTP
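Assay system: purified rat His6-Arfgap1 residues 1-136 (GAP domain); Reagent: human Δ17 ARF1 bound to GTP; Dosing: 16.5 µM single point, 1.26% DMSO; Times: GTP hydrolysis reaction 2 h at 25 °C; Signal: FP, GDP Alexa 633 tracer displaced from anti-GDP antibody, 620/688 nm; Measure: % inhibition from polarization.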
ADAM17 inh: inhibits human ADAM17. P78536. recombinant ADAM17, EDANS/DABCYL FRET peptide cleavage. inhibition, % at 6.95 µM. actives 0.83% (n = 370,000). AID 720648;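 active means inhibition above the mean of compounds lying between control limits plus 3 SD, set per campaign, cut at about 8.5% in these data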;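 further: 0% = DMSO-only wells as the low control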
proKLK7 act: activates the human kallikrein-7 zymogen; P49862; actives 0.9% (n = 370,000); activation, % at 7 µM; purified proKLK7, EDANS-DABCYL substrate fluorescence; 100% is mature enzyme control, 0% vehicle; AID 652039;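 active means activation above the mean of all tested compounds plus 3 SD, computed per campaign excluding outliers beyond control limits, cut at about 13% in these data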
LEDGF integ inh: blocks HIV-1 LEDGF/p75-dependent DNA integration; TR-FRET IN-LEDGF/p75 DNA integration, Eu/Cy5; AID 743269; inhibition, % at 3.7 µM; actives 0.64% (n = 370,000);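 active means inhibition above the screen-wide mean plus 3 SD, cut at about 13% in these data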;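 further: signal is the Cy5 over europium emission ratio at 671 and 618 nm; 0% = plate median of compound wells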
ASAP1 GAP inh: blocks human ASAP1-stimulated Arf1 GTP hydrolysis | Q9ULH1 | GDP FP detection | inhibition, % at 16.5 µM | actives 0.19% (n = 360,000) | AID 624377; in the data active means inhibition above about 25%;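 further: 0% = vehicle with enzyme and substrate and 100% = no enzyme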
Tn6 DDE FP: inhibitors of Tn6 peptide binding to human fibrin DD(E); AID 720509; Fibrin DD(E) TRITC-Tn6 fluorescence polarization displacement; inhibition, % at 8.3 µM; actives 0.21% (n = 370,000); P02675;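 active means inhibition above a per-campaign cutoff: mean of compounds within control limits plus 3 SD, cut at about 15% in these data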;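 further: 0% = median of all compound wells on the plate and 100% = blocking peptide control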
DDE Tn7 FP inh: DD(E)-Tn7 binding inhibition, primary FP screen; P02675; actives 0.13% (n = 370,000); inhibition, % at 8.3 µM; FP displacement of FITC-Tn7 peptide from fibrin DD(E); 0% = median of compound wells per plate;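 active means inhibition above the mean of compounds falling within the control limits plus 3 SD of them, cut at about 14% in these data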;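 further: 0% = plate median of compound wells and 100% = 10 µM Aha-Tn7 peptide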
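Assay system: Human clot-derived fibrin DD(E) complex | Buffer or medium: Tris/NaCl/CaCl2 buffer, pH 7.8 | Repeats: One replicate per compound | Benchmarks: Aha-Tn7 high control | Measure: % inhibition scaled between sample-field median and high-control FP | Schedule: 10 min plus 3 h, room temperature | Signal: Fluorescence polarization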
Numbers without * were called inactive; i = inactive. Compounds were not picked by outcome, and some 4.2% of all compounds hit somewhere here.

TDP2 inh,ADAM10 inh,PLC-gamma1 inh,ARFGAP1 inh,ADAM17 inh,proKLK7 act,LEDGF integ inh,ASAP1 GAP inh,Tn6 DDE FP,DDE Tn7 FP inh,mol
7,-9,0,-9,-5,-0.1,3,5,-4,0,Cc1c(C(=O)NCc2ccccn2)oc2ccc(Br)cc12
9,0,0,-1,0,0.1,-4,7,-5,-5,Cc1ccccc1C(=O)O/N=C(\c1ccccc1)c1ccccn1
-6,-9,2,11,0,-0.1,-2,-2,-8,-1,COCCNC(=O)/C(C#N)=C/c1ccc(OCC(=O)NC2CCCCC2)cc1
-1,-12,-4,0,-2,0.9,-1,7,-7,-2,COc1cc(NC(=O)N2CCc3nc(NCc4cccc(Oc5ccccc5)c4)ncc3C2)cc(OC)c1OC
5,4,-34,4,-1,-0.8,3,-8,10,-7,CCOc1ccc(-c2nnc3ccc(SCC(=O)NCc4ccco4)nn23)cc1
-7,-2,0,9,-1,0.4,-3,-12,7,8,COc1ccc(N=CC2=C(O)c3ccccc3C2=O)cc1
1,-6,0,5,-5,-0.6,-2,-6,-5,5,O=C(NCCN1CCN(Cc2ccc([N+](=O)[O-])cc2)CC1)C(=O)Nc1ccccc1
4,-5,-2,9,-1,0.8,1,-2,-2,5,CC1CCCCN1S(=O)(=O)c1ccccc1[N+](=O)[O-] (centres undefined)
11,-28,-29,-2,-9,-0.2,4,10,1,-7,Cc1cc(C)c2nc(-c3ccccn3)cc(C(=O)Nn3cnnc3)c2c1
4,-3,0,-1,-4,-0.3,2,-6,1,1,COc1cc(-c2c(-c3ccc4c(c3)OCO4)noc2-c2ccsc2)ccc1F
0,-77,-2,9,-20,-0.7,-6,-2,-2,-3,CCOc1cc2[nH]c(=O)n(Cc3ccc(C(=O)NCCOC)cc3)c(=O)c2cc1OCC
-5,-39,-39,12,-10,-18,-1,-1,3,2,COc1cc(C2Nc3ccccc3C(=O)N2c2ccc3c(c2)OCCO3)ccc1OCC(C)C (centres undefined)
5,8,-3,-1,3,-0.5,3,-4,3,2,COc1cc2ccccc2cc1C(=O)N(CCN(C)C)c1nc2c(C)cccc2s1
-4,0,-11,-8,5,-1.1,-1,10,11,-1,O=C(COC(=O)CSc1cccc2cccc(Cl)c12)Nc1ncc(C(F)(F)F)cc1Cl
1,i,-91,2,-232,-1.4,-1,5,-6,-7,CCOC(=O)CCc1c(C)c2ccc(OCc3nn[nH]n3)c(C)c2oc1=O
17,-1,-8,-2,0,-0.3,-2,1,2,4,CC1C(=O)N2CCCc3cc(NC(=O)C(=O)NCc4ccc5c(c4)OCO5)cc1c32 (centres undefined)
1,3,-3,8,0,-0.5,0,3,-2,3,COc1ccc(-n2nc([N+](=O)[O-])c(=NCc3cccnc3)n2O)cc1
-19,2,0,3,7,-7.5,5,-14,-10,-4,O=C(Nc1ccccc1)c1nc[nH]c1C(=O)NCCNC(=O)c1[nH]cnc1C(=O)Nc1ccccc1
12,-1,0,4,-5,-0.6,-2,1,7,-1,O=C(CNC(=O)c1ccco1)NCC(=O)OCc1ccccc1Br
10,-7,2,-6,-4,0.0,1,-9,-10,4,CCCCCCCCSC1=CC(=O)C(OC)=C(OC)C1=O
4,-1,0,4,-5,-0.5,5,-4,-1,4,CCCCN(C(=O)c1ccc(S(=O)(=O)N(C)C)cc1)c1nc2ccccc2s1
-7,-10,4,2,-1,0.1,-3,12,-8,-4,COc1ccc(C(=O)N2CCOC23CCN(c2ncccn2)CC3)cc1
-8,6,5,-2,3,0.6,0,15,2,-4,NC1=NC(c2ccccc2)N=C(Nc2ccccc2)N1 (centres undefined)
7,-5,0,3,-7,-0.2,-2,2,2,-8,O=C(CCNS(=O)(=O)c1ccc2c(c1)CCC(=O)N2)Nc1ccc2c(c1)OCCO2
-10,3,0,-6,1,0.3,0,-6,-12,-7,COc1ccc(C(=O)c2cnc[nH]2)cc1
1,-16,2,5,0,-0.1,0,5,4,-6,COc1ccc(CNC(=O)COC(=O)c2nc3nc(C)cc(C)n3n2)cc1
-12,-3,-3,-8,-3,0.6,-3,9,5,3,CCN1CCCC1CNC(=O)C(=O)Nc1ccccc1OC (centres undefined)
4,-5,0,5,-4,0.3,-4,10,-15,8,Brc1ccc2[nH]c3c(NCc4ccccn4)ncnc3c2c1
0,-9,2,2,-6,0.0,2,8,-5,6,CC(c1ccco1)N(C(=O)Nc1ccc(Cl)cc1)c1ccccn1 (centres undefined)
-8,-1,2,-5,-4,0.5,0,3,-1,-7,O=C(Nc1ccc(Br)cc1)C1CC(O)CN1C(=O)Oc1ccccc1 (centres undefined)
8,5,-1,3,-1,0.5,0,10,-2,-3,Cc1c(C(=O)N/N=C/c2cccnc2)sc(=S)n1C
-9,0,3,3,0,-0.3,2,-2,4,1,OCC1(Cc2ccccc2C(F)(F)F)CCN(Cc2cccc3cnccc23)CC1
12,0,1,6,-3,-0.9,0,-11,6,8,O=C(O)CCc1nn2c3ccccc3nc2n(Cc2ccccc2)c1=O
6,1,2,0,-2,-0.7,-2,6,-7,0,CC(=O)NC(c1ccccc1)c1nc2ccccc2[nH]1 (centres undefined)
-3,-2,1,5,2,-1.1,2,6,2,-3,O=C(NCc1ccc2c(c1)OCO2)c1c(O)nc2sccn2c1=O
-1,-2,0,3,-1,-0.8,4,-11,-1,-5,COc1ccccc1CNC(=O)COC(=O)c1cccc(-n2cnnn2)c1
-7,5,1,11,1,-0.2,1,14,-2,-9,O=C(Cn1ncc(Cl)c(Cl)c1=O)N1CCN(S(=O)(=O)c2ccc3ccccc3c2)CC1
8,3,0,-7,1,0.1,4,4,1,-2,COc1ccccc1N(CC(=O)NCc1ccco1)S(C)(=O)=O
-9,-6,1,1,-2,-0.4,-4,-7,7,0,O=C(c1ccco1)N1CCN(C(=O)c2ccc(CS(=O)c3cccc(Cl)c3)o2)CC1 (centres undefined)
11,-15,-10,10,-8,0.4,-1,6,-1,-1,O=C(Nc1ccc(C(=O)N2CCN(c3ccccn3)CC2)cc1)c1ccc(Br)o1
-17,6,2,3,-2,-2.7,3,0,6,-4,Cc1ccc(NC(=O)/C(Cl)=C\c2ccccc2)cc1
6,-4,3,6,1,-0.2,4,0,-2,0,COc1ccc(-c2cc(C3CCN(CC(O)C(F)(F)F)CC3)[nH]n2)cc1 (centres undefined)
5,-3,3,11,-3,-0.1,-2,2,-6,3,CCOc1ccc(N(CC(=O)NCc2ccc(F)cc2)C(=O)c2ccco2)cc1
5,-8,-3,2,-4,0.1,4,13,-2,-2,CCNc1nc(NCC)n2c(SCC(=O)Nc3ccccc3OC(F)F)nnc2n1
-3,0,3,5,-1,0.8,4,-4,-2,-6,CN(Cc1ccccc1)C(=O)c1cc(S(=O)(=O)N2CCOCC2)cn1C
-1,0,-3,4,-6,-0.7,-3,-3,-4,2,Cc1cccc(NC(=O)C(=O)C2C(=O)Nc3ccccc32)c1 (centres undefined)
-1,-5,2,6,1,0.2,3,-1,2,2,Cc1ccc(S(=O)(=O)NCCNC(C)c2ccc(Br)cc2)cc1 (centres undefined)
7,4,2,-1,-5,-0.4,-4,-4,4,6,Cc1noc(C)c1C(=O)N1CCN(c2cccc(Cl)c2)CC1
2,-1,2,9,-3,0.2,-2,5,-5,2,COc1ccc(C)cc1NC(=O)CSc1nnc(-c2ccccn2)n1Cc1ccco1
10,-8,2,-6,-1,-0.3,-1,7,3,-3,Cc1cnc(CNC(=O)c2csc([C@@H]3O[C@H](CO)[C@H](O)[C@H](O)[C@H]3O)n2)cn1
0,-3,1,1,-2,0.8,1,-11,-1,5,CO/N=C/NC(=O)c1c(OC)ccnc1Oc1cccc(C(F)(F)F)c1
-8,-1,-2,5,7,-0.1,1,10,-6,-5,c1ccc(-c2cnc(CSc3ncnc4sccc34)o2)cc1
-12,-1,1,6,3,0.2,-4,1,4,-1,OC(CN1CCN(c2ccccn2)CC1)Cn1c2ccccc2c2ccccc21 (centres undefined)
8,-11,-3,-3,-4,-0.6,0,3,0,-2,COc1ncnc2c1ncn2CCCN1CCN(c2ccccn2)CC1
2,5,1,-6,1,0.0,4,-8,7,-1,Nc1nc(NCC2CCCO2)nc(Nc2ccccc2F)c1[N+](=O)[O-] (centres undefined)
-7,10,3,3,2,-0.1,3,-7,4,-8,Cc1oc(-c2cccc(Cl)c2)nc1CN1CCC(C(=O)NCc2ccco2)CC1
8,4,-1,-5,-5,0.3,-2,-4,-6,1,Cc1ccccc1OC(=O)c1cccnc1
-2,-11,2,13,1,-0.2,1,3,-8,-3,CC(=O)CCc1ccc(OCCCCN2CCC(Cc3ccccc3)CC2)cc1
1,-7,4,7,2,0.5,1,9,-1,-4,COc1ccc(CC(=O)Nc2cc(S(C)(=O)=O)ccc2Cl)cc1S(=O)(=O)N1CCOCC1
-4,-11,-3,12,-2,-0.1,-2,-12,-3,-3,N#Cc1nccc2ccc(OCc3ccc(Br)cc3)cc12
1,0,0,-5,-3,-0.2,-1,-1,-7,-1,CCC(C)(C)NC(=O)CN(C(=O)CNS(=O)(=O)c1ccc(F)cc1)c1ccc2c(c1)OCCO2
-3,4,4,-3,1,0.2,-1,-9,6,-7,Cc1ccc(C(=O)N(CC(=O)NC2CCCCC2)c2ccccc2C)s1
11,0,4,6,1,-0.4,-1,-9,9,3,CCN(CC)Cc1cc(NC2=NS(=O)(=O)c3ccccc32)ccc1OC(=O)c1ccccc1

Quoted at random: 5 compounds from above.
TDP2 inh,ADAM10 inh,PLC-gamma1 inh,ARFGAP1 inh,ADAM17 inh,proKLK7 act,LEDGF integ inh,ASAP1 GAP inh,Tn6 DDE FP,DDE Tn7 FP inh,mol
8,-11,-3,-3,-4,-0.6,0,3,0,-2,COc1ncnc2c1ncn2CCCN1CCN(c2ccccn2)CC1
-7,10,3,3,2,-0.1,3,-7,4,-8,Cc1oc(-c2cccc(Cl)c2)nc1CN1CCC(C(=O)NCc2ccco2)CC1
-1,-5,2,6,1,0.2,3,-1,2,2,Cc1ccc(S(=O)(=O)NCCNC(C)c2ccc(Br)cc2)cc1 (centres undefined)
11,0,4,6,1,-0.4,-1,-9,9,3,CCN(CC)Cc1cc(NC2=NS(=O)(=O)c3ccccc32)ccc1OC(=O)c1ccccc1
0,-3,1,1,-2,0.8,1,-11,-1,5,CO/N=C/NC(=O)c1c(OC)ccnc1Oc1cccc(C(F)(F)F)c1
